# RORgamma inh: inhibitors of mouse ROR gamma transcriptional activity; P51450; Drosophila S2 Gal4-RORgamma UAS-luciferase reporter, 20 h; Potency, µM (series often up to 53.6 µM), for inactives: at the highest dose activity change, negative = inhibition, hits mostly inhibitors; hit rate 5.4% among 310,000; AID 2551; further: on the % scale 0 is the no-effect control and ±100 the full control effect; nearly all actives have a fitted effect of over 60% in size
# Target sequence (P51450 whole entry, looked up, the tested form may be a part): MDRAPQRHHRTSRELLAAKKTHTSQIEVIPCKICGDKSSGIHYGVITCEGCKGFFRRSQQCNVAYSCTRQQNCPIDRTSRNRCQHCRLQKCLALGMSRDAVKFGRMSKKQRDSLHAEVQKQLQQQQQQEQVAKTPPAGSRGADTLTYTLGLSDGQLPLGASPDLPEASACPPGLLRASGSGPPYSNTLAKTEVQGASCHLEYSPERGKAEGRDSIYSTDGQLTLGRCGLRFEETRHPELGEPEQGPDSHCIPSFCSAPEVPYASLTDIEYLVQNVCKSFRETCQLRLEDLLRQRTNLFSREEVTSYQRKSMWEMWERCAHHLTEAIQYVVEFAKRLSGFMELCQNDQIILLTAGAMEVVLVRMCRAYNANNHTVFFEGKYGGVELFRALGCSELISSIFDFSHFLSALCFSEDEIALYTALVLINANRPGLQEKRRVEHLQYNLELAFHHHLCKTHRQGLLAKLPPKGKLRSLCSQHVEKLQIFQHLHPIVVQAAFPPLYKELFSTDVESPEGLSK
#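 Luminescence from a UAS-regulated Photinus luciferase reporter in stably transfected Drosophila Schneider cells is measured; decreased signal marks ROR gamma inhibition. Fusion expression is induced by 700 uM copper sulfate for 20 hr.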
# Gal4-VP16 FLuc: inhibits Gal4-VP16 luciferase reporter, ROR gamma counter-screen; Potency, µM (highest dose often 53.6 µM), without a hit: at the top dose activity, negative = inhibition, most hits filed as inhibitors; Drosophila S2 Gal4-VP16 UAS-luciferase, luminescence, 20 h; AID 2546; hit rate 3.5% among 310,000;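 further: Gal4-VP16 expression switched on by copper sulfate through the metallothionein promoter; on the % scale 0 is the no-effect control and ±100 the full control effect; nearly all actives have a fitted effect of over 50% in size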
# BRCA1 expr up: increases BRCA1 expression; MCF7-BRCA1-FFLuc reporter, luminescence, 48 h; response scale: scaled: vehicle 0%, 10 µM genistein 100%; Potency, µM (doses to about 46.1 µM), for inactives: at the top dose activation, most hits filed as activators; hit rate 1.1% among 380,000; further: nearly all actives have a fitted effect of over 80% in size; some results filed as inactive show a strong effect at the top dose
#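 MCF7-BRCA1-FFLuc, 2000 cells/well; 2 h attach, 37 °C/5% CO2; compound 48 h; luciferase substrate 15 min; luminescence end-point. Norm. to genistein 10 microM max activation and DMSO; concentration-response curves fitted.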
# FLuc modulator: inhibits or activates purified firefly luciferase, miR-21 counter-screen; P08659; purified FLuc, Km substrates, luminescence inhibition; Potency, µM (doses to about 57.5 µM), inactives show at the top dose activity change, negative = inhibition, actives largely listed as inhibitors; hit rate 6.9% among 360,000; AID 588342;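 further: plate controls were vehicle for no effect and reference inhibitor for full effect; nearly all actives have a fitted effect of over 55% in size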
# Target sequence (P08659 whole entry, looked up): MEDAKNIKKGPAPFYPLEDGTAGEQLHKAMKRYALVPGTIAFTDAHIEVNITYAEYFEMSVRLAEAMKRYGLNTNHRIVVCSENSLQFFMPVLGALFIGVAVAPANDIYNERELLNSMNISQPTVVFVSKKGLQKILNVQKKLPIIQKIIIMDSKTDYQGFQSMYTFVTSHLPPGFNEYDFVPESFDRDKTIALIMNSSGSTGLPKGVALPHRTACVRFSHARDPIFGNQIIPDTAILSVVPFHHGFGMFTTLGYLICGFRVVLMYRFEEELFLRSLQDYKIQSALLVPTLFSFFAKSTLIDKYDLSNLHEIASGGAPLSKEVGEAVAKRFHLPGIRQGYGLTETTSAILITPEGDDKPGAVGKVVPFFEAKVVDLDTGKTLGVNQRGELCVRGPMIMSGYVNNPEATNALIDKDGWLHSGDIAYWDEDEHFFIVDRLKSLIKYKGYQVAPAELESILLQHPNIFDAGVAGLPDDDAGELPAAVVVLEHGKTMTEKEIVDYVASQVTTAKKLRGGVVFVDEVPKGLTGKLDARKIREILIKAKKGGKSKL
#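 Purified P. pyralis luciferase (10nM final) with 10uM D-luciferin and 10uM ATP (Km levels) in 50mM Tris acetate pH 7.5, 10mM Mg acetate, 0.01% Tween-20, 0.05% BSA; qHTS 6-point titration, ~60 µM downward; luminescence read.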
# p53 reactivator: restores transcriptional activity of mutant p53. AID 504706. H1299 p53-A138V BP100-luciferase reporter, luminescence, 24 h. hit rate 0.063% among 320,000. Potency, µM (doses to about 92.2 µM), for the others: top-dose activity change, positive = activation, usual class: activators; further: % of control where 0% means no effect; nearly all actives have a fitted effect of over 45% in size
#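 p53-null H1299 cells stably carrying temperature-sensitive p53-A138V and a BP100-luciferase reporter were pinned with compounds (4-point, 1:5 series) and held 24 hrs at 37 deg C. Luminescence was read 10 min after detection reagent.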
# MLL CXXC-DNA inh: MLL CXXC-DNA interaction inhibition. Q03164. MLL-CXXC / FITC-HOXA9 DNA fluorescence polarization. Potency, µM (titrated, usually from 115 µM), for inactives: at the top dose activity change, negative = inhibition, hits mostly inhibitors. hit rate 0.037% among 290,000; active means well fitted inhibition curve with a large enough effect in the polarisation, with a control signal flat, not every such curve was filed as active; inconclusive means small, poorly fitted or top-dose-only effect, or effect the other way, or a change in a side signal; inactive means no such curve, though single readings can be large or run the other way; the % refers to the polarisation
#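 Purified MLL-CXXC (added from a 7 uM solution) was preincubated 5 min at ambient with pinned compounds in 50 mM Tris-HCl pH 7.5, 50 mM NaCl, 1 mM DTT, 0.05% BSA. Fluorescein-labeled HOX-A9 DNA (50 nM solution) followed, 30 min, then polarization read.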
# MBNL1-CUG inh: blocks human MBNL1 binding to CUG repeat RNA; hit rate 0.036% among 280,000; TR-FRET MBNL1-His/biotin-(CUG)12 binding, 665/545 ratio; Potency, µM (series often up to 57.5 µM), for the others: top-dose activity change, negative = inhibition, most hits filed as inhibitors; active means well fitted inhibition curve with a large enough effect in the signal ratio, with a control signal flat, not every such curve was filed as active; inconclusive means small, poorly fitted or top-dose-only effect, or effect the other way, or a change in a side signal; inactive means no such curve, though single readings can be large or run the other way; the % refers to the signal ratio; further: on the % scale 0 is the no-effect control and ±100 the full control effect
#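 Ratiometric TR-FRET (665 over 545 nm, excitation 340 nm) tracks disruption of MBNL1-His/biotin-(CUG)12 complex after 60 min at room temperature, with compounds at 92 nM to 58 uM final.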
# Rab9 prom act: Rab9 promoter activation. Huh7 Rab9 promoter-luciferase reporter, luminescence, 24 h. Potency, µM (series often up to 9.22 µM), without a hit: at the highest dose activation, negative = inhibition, most hits filed as activators. hit rate 2.8% among 320,000; further: % of control where 0% means no effect; nearly all actives have a fitted effect of over 60% in size
#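 Promoter activation is measured as luciferase luminescence in Huh7 cells stably transfected with a Rab9 promoter–luciferase construct, following 24 h compound exposure at 37 °C and 10 min reagent incubation at ambient temperature.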
# uPA surface inh: blocks generation of uPA at the cell surface. cell surface uPA generation assay, qHTS. Potency, µM (top dose mostly 38.3 µM), for inactives: at the highest dose activity change, negative = inhibition, usual class: inhibitors. AID 540303. hit rate 0.31% among 330,000; active means well fitted inhibition curve with a large enough effect; inconclusive means small, poorly fitted or top-dose-only effect; inactive means no such curve, though single readings can be large or run the other way; tested in mouse RAW 264.7 cells; further: on the % scale 0 is the no-effect control and ±100 the full control effect; nearly all actives have a fitted effect of over 55% in size
# NPC1 prom act: activators of NPC1 promoter. Potency, µM (titrated, usually from 9.22 µM), inactives show at the top dose activation, most hits filed as activators. hit rate 2.4% among 320,000. Huh7 NPC1 promoter luciferase reporter, 24 h. AID 485313;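 further: % of control where 0% means no effect; nearly all actives have a fitted effect of over 60% in size; reporter is driven by a mutant NPC1 promoter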
#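 Cells: Huh7 expressing luciferase under the NPC1 promoter, 1500/well. Seeded 2 h, compound added, incubated 24 h at 37 °C. Luciferase reagent, 10 min ambient, then luminescence.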
# ELG1 genotox: inducers of genotoxicity in HEK293T ELG1-luciferase cells; HEK293T ELG1-luciferase reporter, luminescence, 16 h; Potency, µM (highest dose often 46 µM), for inactives: at the highest dose activity change, positive = activation, usual class: activators; hit rate 1.3% among 330,000; AID 504466; further: % of control where 0% means no effect; nearly all actives have a fitted effect of over 60% in size
#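 Quantitative HTS format in 1536-well plates. HEK293T ELG1-luciferase reporter cells receive test compound and are incubated 16 hr at 37 °C, 5% CO2; ONE-Glo added, 30 min room temperature, then luminescence read.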
# An asterisk follows results filed as active; ? = inconclusive; / = no result given; & = joins results of further samples; [ ] = another dose, or the depositor's remark. Unless noted, the call rests on the fitted dose curve; in most records, active means well fitted curve in the direction sought with a large enough effect; inconclusive means small, poorly fitted or top-dose-only effect, or another doubt; inactive means no such curve, though single readings can be large; an effect the other way counts as inactive or inconclusive. Potency means the concentration at half of the fitted maximal effect. An excerpt; rates above refer to the full screens.
SMILES,RORgamma inh,Gal4-VP16 FLuc,BRCA1 expr up,FLuc modulator,p53 reactivator,MLL CXXC-DNA inh,MBNL1-CUG inh,Rab9 prom act,uPA surface inh,NPC1 prom act,ELG1 genotox
COc1ccc(CN2CCCN(C)CC2)c(OC)c1C,-3%,-3%,7%,1%,19%,0%,-13%,1%,0%,-2%,-4%
COc1ccc(CN2c3cc(S(=O)(=O)N4CCOCC4)ccc3N3CCCC32)cc1 (configuration not stated),2%,-3%,-14%,0%,2%,-7%,2%,2%,-3%,1%,-7%
CCNS(=O)(=O)c1ccc(CCC(=O)N2CCCC2)cc1,-9%[1.91 µM],0%,0%,5%,/,2%,-1%,-2%,1%,-8%,-3%
CC(=O)c1ccc(-c2nc3c4ccccc4ccn3c2C(C)=O)o1,8%,-2%,-1%,1%,10%,0%,6%,-37%[inhibitor],5%,-15%,5%
COc1ccc(NC2(c3ccccc3)OC(=O)c3ccccc32)cc1 (configuration not stated),-13%,1%,-5%,-8%,-1%,0%,1%,-3%,7%,-1%,-2%
O=C(NCc1ccccc1)c1ccc(S(=O)(=O)NCc2ccco2)cc1,28%,-7%,-2%,1%,1%,-5%,7%,-2%,2%,0%,0%
Cc1ccc(N(C(=O)c2csnn2)C(C(=O)NC(C)(C)C)c2cccnc2)cc1C (configuration not stated),32%,-8%,0%,-2%,2%,11%,15%,-3%,0%,1%,0%
CCN(CC)S(=O)(=O)c1cccc(C(=O)c2c(C)cc3ccccn23)c1,16%,2%,-11%,-2%,-8%,-8%,18%,12%,?,4%,0%
COc1ccccc1C(C)NC(=O)c1cc(=O)[nH]c2ccccc12 (configuration not stated),-1%,0%,-5%,-3%,-2%,40%[activator],-1%,-7%,-1%,0%,0%
O=C(COC(=O)c1ccc2ccccc2c1)NCCCc1ccccc1,-12%,0%,-6%,0%,24%,0%,5%,-3%,-8%,0%,0%
CCOC(=O)c1sc2ncn(CC(=O)Nc3cc(C)on3)c(=O)c2c1C,/,/,7%,-2%,-12%,/,/,0%,0%,1%,13%
O=C(NCc1ccncc1)c1ccc(N2CCCC2)c([N+](=O)[O-])c1,41%,-7%,-26%,3%,-1%,1%,?,-3%,2%,-6%,-12%
COC(=O)c1ccccc1-c1cn(C)c2ccccc2c1=O,-16%,2%,-18%,-4%,-10%,-2%,-8%,2%,-15%,-2%,-4%
Cc1cc(=O)oc2c3c4c(cc12)OCCN4CCC3,?,?,17%,-28%,-5%,0%,?,-5%,-1%,-3%,2%
O=C(CSc1nc2ccccc2[nH]1)Nc1ccc(F)c(F)c1,6%,?,-8%,-6%,/,4%,-1%,/,-2%,/,/
Cc1cc(C)c2c(CC(=O)NN(C)C)coc2c1,?,-11%,3%,2%,10%,-10%,-4%,-6%,4%,-1%,1%
CCOc1ccc2ncc(S(=O)(=O)c3ccccc3)c(N3CCN(c4ccc(OC)cc4)CC3)c2c1,-34%,-11%,2%,-3%,-1%,-5%,/,0%,1%,1%,-7%
COc1cc(S(=O)(=O)N(CCc2ccccc2)Cc2cccs2)ccc1-n1cnnn1,-28%,-12%,0%,2%,-17%,-1%,-7%,-2%,0%,-7%,-1%
CN[C@H]1CCc2cc(OC)c(OC)c(OC)c2-c2ccc(N(C)CC(OC)OC)c(=O)cc21,-13%,-14%,-54%,-2%,6%,?,?,-25%,3.5µM*,-6%,?
CC(C)Cn1nc(NC(=O)C(C)(C)C)c2cc3ccccc3nc21,2%,-5%,2%,-1%,5%,0%,14%,-7%,3%,-1%,2%
COc1cc(NC(=O)NCC2CCN(Cc3ccccc3Cl)CC2)cc(OC)c1OC,-6%,3%,-8%,-4%&3%,-2%,-3%,-3%,0%[1.84 µM],-23%,-9%,3%
CCCn1c(SCC(=O)N(C)CC(=O)Nc2ccc(C)cc2)n[nH]c1=O,/,/,4%,-2%,-5%,/,/,0%,-3%,-2%,-1%
CCO[C@@H]1OC(C(=O)N2CCOCC2)=C[C@H](c2ccc(C(F)(F)F)cc2)[C@H]1CCCO,30%,-16%,0%,0%,-2%,-1%,-5%,-5%,?,-4%,1%
CCCn1nnc(NC(=O)c2ccc(-c3cccc(Cl)c3)o2)n1,-3%,4%,?,17µM*,17%,1%,2%,?,-1%,29%,11%
COc1ccc(S(=O)(=O)Cc2ccc(C(=O)N3CCN(c4ccc(Cl)cc4)CC3)o2)cc1,8%,-15%,-17%,0%,-4%,-8%,-13%,-2%,-22%,-2%,-12%
COc1ccccc1NC(=O)c1ccc2c(O)c(S(=O)(=O)c3ccccc3)c(=O)[nH]c2c1,-19%,-5%,-9%,-6%,4%,8%,-2%,6%,6%,-7%,2%
S=C(NC12CC3CC(CC(C3)C1)C2)N1CCCC1,14µM*,?,-7%,-2%,-2%,1%,-7%,0%,-2%,10%,9%
CCN(CC(=O)NC(C)C)C(=O)C(CCSC)NC(=O)c1cccc(C)c1 (configuration not stated),6%,7%,14%,1%,0%,13%,-8%,2%,-3%,-2%,0%
COc1cccc(/C(C)=N/Nc2ncc(Cl)cc2Cl)c1,13µM*,?,10µM*,19µM*,5µM*,-1%,3%,23%,1%,28%,?
O=c1[nH]c2cc3c(cc2cc1CN(Cc1nnnn1CC1CCCO1)C1CCCC1)OCO3 (configuration not stated),31%,-5%,-35%,-6%,0%,-13%,14%,-5%,2%,-6%,-4%
CCOc1ccc2nc(SC3CC(=O)N(c4cccc(OC)c4)C3=O)sc2c1 (configuration not stated),14µM*,4µM*,43%,?,-17%,?,/,24%,-3%,20%,11%
COc1ccc(C(=O)Nc2cc(C)on2)cc1,?,-22%,8%,6.7µM*,12%,-5%,1%,1.8µM*,-16%,2µM*,?
COc1ccc(/C=C/C(=O)c2ccccc2)cc1COc1ccccc1F,32%,?,-34%,?,-2%,6%,-4%,-7%,/,0%,-6%
Cn1cc([N+](=O)[O-])c(C(=O)Nc2cc(Oc3cccnc3)cc([N+](=O)[O-])c2)n1,?,-2%,-92%,2%,-12%,9%,?,-3%,-5%,-1%,-4%
O=C(COC(=O)c1c(F)cccc1F)c1ccc[nH]1,7%,23%,1%,17µM*,17%,-5%,/,13%,-1%,4%,4%
CCCCNC(=O)CS(=O)Cc1nc(-c2cccc(Cl)c2)oc1C (configuration not stated),-11%,5%,-7%,-1%,-3%,-2%,5%,6%,-14%,5%,-6%
O=C1[C@H]2[C@@H](c3ccc(Cl)cc3)N3C(=O)N(c4cccc(Cl)c4)C(=O)[C@@]3(Cc3ccc(Cl)cc3)[C@H]2C(=O)N1C1CCCCC1,/,/,-19%,3%,2%,/,/,-1%,2%,-6%,-1%
CCCc1nnc(NC(=O)CCN2C(=O)c3ccccc3C2=O)s1,?,4%,0%,4%,8%,6%,-13%,13%,1%,-1%,5%
O=C(Nc1nc(-c2ccccc2)cs1)c1ccc2c(=O)n3c(nc2c1)CCCCC3,?,?,-84%[inhibitor],12µM*,6%,0%,-4%,-18%,2%,-15%,-19%
Cc1nc2c(c(=O)c3ccccc3n2C)c(=O)n1-c1ccccc1,28%,5%,11%,-17%,0%,-1%,11%,5%,6%,7%,3%
COc1ccc(NC(=O)CSc2nnc(CCC(=O)O)c(=O)n2N)cc1,-15%,3%,1%,-1%,0%,-2%,-3%,0%,4%,-4%,-1%
Cc1ccc(Nc2c([N+](=O)[O-])ccc3nonc23)cc1C,15%,18%,-15%,0%,0%,1%,?,4%,0%,-5%,5%
O=C(CCNS(=O)(=O)c1ccc2[nH]c(=O)oc2c1)Nc1cccc(Br)c1,4%,-4%,-2%,3%,-11%,-1%,-7%,0%,1%,-2%,-3%
Cc1ccc(NC(=O)c2ccccc2N2C(=O)C3C4C=CC(C5CC45)C3C2=O)cc1C (configuration not stated),29%,6%,-25%,7%,7%,0%,1%,2%,12%,-6%,-10%
Cc1nn(CCOc2ccccc2Cl)c(C)c1[N+](=O)[O-],26%,5%,0%,-1%,1%,13%,14%,0%,-1%,2%,6%
COc1ccc(S(=O)(=O)Nc2cccc(-c3ccc(N4CCCCCC4)nn3)c2)cc1OC,34%,-5%,?,6µM*,?,-4%,26%,4%,-11%,18%,18%
